3CLpro inhibitor: SARS-CoV 3CLpro protease inhibition; P0C6X7; recombinant SARS-CoV 3CLpro, quenched FRET peptide cleavage; inhibition, % at 6 µM; hit rate 0.14% among 290,000; AID 1706; in the data active means inhibition above about 12%
VHR inh abs: DUSP3 (human) phosphatase inhibition | hit rate 0.52% among 290,000 | AID 1654 | inhibition, % at 13.3 µM | recombinant VHR phosphatase, pNPP absorbance; in the data active means inhibition above about 50%; further: some compounds called inactive have numbers as strong as hits
Target sequence (P51452 whole entry, looked up): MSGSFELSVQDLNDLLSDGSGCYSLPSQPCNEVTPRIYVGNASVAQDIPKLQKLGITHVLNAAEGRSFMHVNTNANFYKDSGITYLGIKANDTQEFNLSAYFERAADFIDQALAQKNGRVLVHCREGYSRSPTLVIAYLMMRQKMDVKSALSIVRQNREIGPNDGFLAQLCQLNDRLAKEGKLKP
MazEF act: activators of E. coli MazEF toxin-antitoxin RNase; hit rate 0.32% among 350,000; FAM/BHQ RNA-DNA oligo cleavage fluorescence, 5 h; P0AE70; activation, % at 20 µM; in the data active means activation above about 50%
Target sequence (P0AE70 whole entry, looked up): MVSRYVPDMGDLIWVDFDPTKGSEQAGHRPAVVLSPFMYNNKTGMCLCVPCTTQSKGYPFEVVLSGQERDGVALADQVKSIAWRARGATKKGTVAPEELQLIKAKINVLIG
PriA SSB inh: inhibitors of Klebsiella pneumoniae PriA binding to SSB C-terminal tail | AlphaScreen SSBct-PriA binding, biotinylated peptide | inhibition, % at 33 µM | AID 1272365 | hit rate 0.6% among 430,000; in the data active means inhibition mostly above about 37%, no sharp cut-off; inactive means mostly below about 20%;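 further: plate controls were negative control peptide for no effect and reference peptide for full effect; strong numbers were not always called active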
Mtb BioA inh: blocks M. tuberculosis BioA enzyme activity | purified M. tuberculosis BioA enzyme, plate reader | inhibition, % at 9.99 µM | hit rate 0.096% among 360,000 | AID 602481; in the data active means inhibition above about 40%
BH1578 lux ind: induces V. cholerae light production without autoinducers | V. cholerae BH1578 lux reporter, luminescence, 6 h | activation, % at 18.7 µM | hit rate 0.16% among 350,000 | AID 588436; in the data active means activation mostly above about 9.7%, no sharp cut-off; further: not every result past the cut was called active; inactives centre near 0; reference of the scale not given here
GDH-TPI inh: GDH-TPI coupled enzyme inhibition counter-screen; inhibition, % at 4.8 µM; hit rate 1.2% among 360,000; GDH-TPI coupled enzyme counterscreen, NADH absorbance; AID 588335; in the data active means inhibition above about 30%;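 further: 0% = DMSO wells and 100% = wells lacking the enzyme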
Mtb FBA inh: Mtb fructose-bisphosphate aldolase inhibition | purified M. tuberculosis FBA, fluorescence read-out | P9WQA3 | hit rate 2.3% among 360,000 | inhibition, % at 1 µM | AID 588726; in the data active means inhibition above about 27%;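 further: 0% = vehicle and 100% = reference inhibitor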
Target sequence (P9WQA3 whole entry, looked up): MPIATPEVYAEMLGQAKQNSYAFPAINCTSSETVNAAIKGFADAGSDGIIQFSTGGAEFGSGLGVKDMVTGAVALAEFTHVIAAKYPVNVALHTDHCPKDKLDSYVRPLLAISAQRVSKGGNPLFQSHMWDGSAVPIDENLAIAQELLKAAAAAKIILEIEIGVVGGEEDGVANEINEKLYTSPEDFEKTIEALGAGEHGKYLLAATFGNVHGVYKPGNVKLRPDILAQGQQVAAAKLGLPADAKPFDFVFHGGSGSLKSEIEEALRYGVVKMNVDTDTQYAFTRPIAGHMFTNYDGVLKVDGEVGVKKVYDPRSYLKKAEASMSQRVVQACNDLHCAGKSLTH
Rv3671c protease: inhibitors of M. tuberculosis serine protease Rv3671c; P9WHR9; inhibition, % at 5.96 µM; hit rate 0.048% among 320,000; in the data active means inhibition above about 38%;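 further: extracellular domain of Rv3671c used as enzyme; 0% = enzyme with DMSO and 100% = no enzyme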
Target sequence (P9WHR9 whole entry, looked up, the tested form may be a part): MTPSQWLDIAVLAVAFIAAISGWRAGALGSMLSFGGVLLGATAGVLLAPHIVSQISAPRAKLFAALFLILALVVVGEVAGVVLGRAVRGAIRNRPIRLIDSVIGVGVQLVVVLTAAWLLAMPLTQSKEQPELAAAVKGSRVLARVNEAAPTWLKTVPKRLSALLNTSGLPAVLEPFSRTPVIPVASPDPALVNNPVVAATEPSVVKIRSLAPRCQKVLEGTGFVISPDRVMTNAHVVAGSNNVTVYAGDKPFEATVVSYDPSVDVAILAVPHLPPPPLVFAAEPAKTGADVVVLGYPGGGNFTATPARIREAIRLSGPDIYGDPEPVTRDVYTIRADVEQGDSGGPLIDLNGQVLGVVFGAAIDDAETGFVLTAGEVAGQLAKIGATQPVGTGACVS
Mtb UGM inh: blocks M. tuberculosis UGM enzyme. P9WIQ1. purified UGM, fluorescence polarization probe displacement. inhibition, % at 10 µM. hit rate 0.06% among 320,000. AID 504406; in the data active means inhibition above about 10%, passing the limit was not always enough
* hit, by the source's call; i = inactive; x = no result given.

SMILES	3CLpro inhibitor	VHR inh abs	MazEF act	PriA SSB inh	Mtb BioA inh	BH1578 lux ind	GDH-TPI inh	Mtb FBA inh	Rv3671c protease	Mtb UGM inh
COc1ccc(/C=N/NC(=O)c2ccc3nc[nH]c3c2)cc1	6	-3	8	i	2.5	0.7	13	1	-2	-0.1
O=C(/C=C/c1cccs1)Nc1ccc([N+](=O)[O-])cc1	-1	7	10	-4	x	-2.2	17	0	-5	-0.9
O=C(CCc1nnc2ccc(N3CCCC3)nn12)Nc1ccc(F)cc1F	-3	24	7	-8	2.8	-0.2	2	1	4	3.3
C/C(=N\Nc1ncc(Cl)cc1Cl)c1ccc(OC(F)F)cc1	4	0	1	x	-1.4	-0.7	26	-1	-3	1.7
Cc1nnc2ccc(Oc3ccc(-c4ccccc4)cc3)nn12	-8	10	1	-7	2.2	-0.4	7	0	-4	-0.3
N#Cc1cccc(NC(=O)COc2ccc(-n3ccnc3)cc2)c1	2	3	4	-6	18	i	-11	3	7	-0.2
CCOc1ccc(/C=N/Nc2nc(=O)[nH]nc2C)cc1OC	2	43	-2	x	0.0	i	33*	-4	-4	4.1
COc1ccc(-c2ccc(C(=O)Nc3ccccc3)c3occc23)c(C)c1	x	x	x	x	-1.7	i	4	-2	x	x
O=C(NC1CCN(C(=O)NC2CCCCC2)CC1)c1ccco1	-4	26	3	-12	x	-0.2	-5	2	0	0.4
CSc1ccccc1C(=O)C1CCCN(C(=O)c2ccc(N3CCOCC3)cc2)C1 (configuration not stated)	-4	26	7	-1	x	1.6	-7	-2	-9	0.8
COc1ccc(CN2C(=O)CC(=O)NC2=S)cc1	-2	26	0	1	x	i	7	0	-19	1.6
CCc1c(C)nc(SCC(=O)c2cccs2)c(C#N)c1C	4	43	10	-17	0.5	i	10	-7	-5	0.6
CN(C)Cc1csc(NC(=O)Nc2ccccc2Oc2ccccc2)n1	x	x	x	x	1.3	1.0	0	0	x	x
CCCCc1c(C)nc2ccccc2c1SCCC#N	2	12	4	-13	3.6	i	-4	-5	-4	-1.7
CCSC1=N/C(=C\c2ccc(OC)cc2)C(=O)N1	5	2	-4	1	3.9	-0.6	10	-3	-11	-3.9
CCCc1cc(=O)oc2cc(C)cc(OCC(=O)NC(Cc3c[nH]c4ccc(O)cc34)C(=O)O)c12 (configuration not stated)	0	-11	2	-5	-2.3	-0.4	0	19	1	5.0
O=C(N/N=C/c1ccc2c(c1)OCO2)/C(=C/c1ccc2c(c1)OCO2)NC(=O)c1ccccc1	3	10	-4	x	x	-1.1	55*	0	-11	-1.2
CN(C)c1ccc(P(=O)(OC2CCCCC2)C(O)c2cccnc2)cc1 (configuration not stated)	-3	24	4	-9	-1.4	-2.9	-4	0	4	3.5
O=C(CSc1nc2ccccc2n1CCc1ccccc1)NC1CCS(=O)(=O)C1 (configuration not stated)	-4	10	-7	-4	x	i	-11	2	-3	0.6
Nc1c(Cl)c(Cl)nc(C(=O)OCC(=O)NCc2ccccc2)c1Cl	x	x	3	4	2.6	0.5	-1	-2	-9	1.6
COc1ccc(C2Sc3nncn3N2Cc2ccc(C#N)cc2)cc1 (configuration not stated)	2	18	4	-11	x	-0.2	5	-2	-7	-0.7
COc1ccc([C@H]2/C=C\CN(C(=O)[C@H](Cc3ccccc3)NC(=O)OCC3c4ccccc4-c4ccccc43)CC(=O)N2Cc2ccc(F)cc2)cc1	x	x	1	4	-0.2	-0.7	1	-4	-17	2.3
O=c1cc2c(nn1Cc1cccc(Cl)c1)-c1ccccc1CC2	-1	11	-4	-17	0.2	i	-2	4	1	1.0
Cc1ccc(CNC(=O)c2ccc(N3CCC4(CC3)CC(c3ccccc3)=NO4)c(NC(=O)c3c(Cl)cccc3Cl)c2)cc1	x	x	-19	3	-0.7	i	14	-2	-22	1.3
CCOC(=O)c1ccc(NC(=S)NNC(C)(C)C)cc1	1	-13	2	-5	0.6	-0.4	-8	2	5	-0.6
COc1ccccc1N(C)S(=O)(=O)c1ccc(C(=O)N2CCCC(C(F)(F)F)C2)cc1 (configuration not stated)	x	x	3	-5	1.1	-0.3	-2	0	1	-0.2
COc1ccccc1Oc1c(C)oc2cc(OC(=O)N(C)C)ccc2c1=O	-1	x	-1	-5	1.4	i	-4	-2	-2	-0.2
O=C1c2ccccc2C(=O)c2c1cccc2N1CCOCC1	-2	21	9	74	0.4	i	3	-7	7	0.5
CC(=O)c1ccc(NC(=O)C2Cc3ccccc3CN2C(=O)c2ccccc2)cc1 (configuration not stated)	2	22	9	4	x	-0.5	1	1	-3	3.1
Cc1ccc(-c2csc(/C(C#N)=C/Nc3ccccc3SC(F)(F)F)n2)c(C)c1	-1	-7	-7	-2	x	i	0	4	-20	-0.8
Cc1ccc(NC(=O)C2CCCN2C(=O)OCc2ccccc2)cc1C (configuration not stated)	1	19	-6	-2	-1.2	-1.8	16	0	-2	-2.0
COc1cc(C(=O)NC(=S)Nc2ccc3c(c2)C(=O)N(C)C3=O)cc(OC)c1OC	2	-2	8	-5	x	-0.2	3	-8	0	1.5
CCOC(=O)c1c(C)n(C)c2ccc(OCC(O)Cn3nc(C)c(Br)c3C)cc12 (configuration not stated)	4	5	3	-5	-2.1	i	10	4	-2	0.9
Cc1ccc(C(=O)Nc2ccc(NC(=O)c3cccs3)cc2)cc1[N+](=O)[O-]	-3	44	-3	-1	0.9	i	8	3	-10	-0.8
COc1ccc(NC(=O)CN2C(=O)/C(=C3\SC(=S)N(C4CCS(=O)(=O)C4)C3=O)c3ccccc32)cc1 (configuration not stated)	2	-8	-2	-1	-2.9	i	-1	3	2	-4.0
Cc1ccc(C)c(N(CC(=O)NC2CCCC2)S(=O)(=O)c2ccccc2)c1	4	15	2	0	-0.6	-0.3	-2	1	-13	-2.3
CCOCCCNc1nc2c(-c3ccccc3)nnn2c2ccccc12	0	4	12	-3	-0.1	-0.3	-9	4	3	1.3
Cc1cnc(C(=O)OCC(=O)Nc2cc(-c3ccccc3)nn2-c2ccccc2)cn1	x	x	2	-5	1.0	9.9	7	-3	-2	3.8
O=C(Nc1ccc(N2CCN(C(=O)c3ccc(Cl)cc3)CC2)cc1)c1cc2ccccc2o1	-1	20	14	-2	-2.2	i	1	-1	5	0.5
COc1ccccc1N1CC(C)(C)C(=O)N(C(=O)c2ccc(Cl)cc2)C1=S	2	-3	-8	-20	x	-0.9	-4	-2	-4	2.2
O=[N+]([O-])c1ccc(/C=N/Nc2cc(Cl)nc(-c3ccccc3)n2)cc1	-2	20	6	x	-3.1	1.2	2	-3	-6	-0.8
COc1ccc(-c2cc3nc(C)cc(N4CCN(C(=O)c5ccoc5)CC4)n3n2)cc1	x	x	7	x	x	i	6	6	x	x
CCc1ccccc1NC(=O)c1cnccn1	-4	0	0	10	x	-0.9	5	-2	x	x
CCOC(=O)C1CCCCN1Cc1ccc(C(F)(F)F)cc1 (configuration not stated)	-4	12	-1	-28	0.6	x	-7	3	9	-3.3
CC(=O)c1cccc(-c2ccnc3c2CC(C(=O)NCc2ccccc2)O3)c1 (configuration not stated)	x	x	x	x	-0.6	-0.3	8	-1	x	x
CC(OC(=O)Cn1cnc2c1c(=O)n(C)c(=O)n2C)C(=O)NCc1ccccc1 (configuration not stated)	x	x	0	-11	-3.2	i	-3	5	1	1.0
O=C(CCc1ccc(O)cc1)N/N=C/c1coc2ccccc2c1=O	3	22	-11	i	-2.1	-0.9	13	1	-6	-0.3
CCC(=O)N1N=C(c2cccs2)CC1c1ccc(C)cc1 (configuration not stated)	-1	-2	15	-4	1.7	-1.4	11	16	-4	0.8

Sorted by SMILES length (smallest number first): some entries from above
SMILES	3CLpro inhibitor	VHR inh abs	MazEF act	PriA SSB inh	Mtb BioA inh	BH1578 lux ind	GDH-TPI inh	Mtb FBA inh	Rv3671c protease	Mtb UGM inh
CN(C)Cc1csc(NC(=O)Nc2ccccc2Oc2ccccc2)n1	x	x	x	x	1.3	1.0	0	0	x	x
COc1ccccc1Oc1c(C)oc2cc(OC(=O)N(C)C)ccc2c1=O	-1	x	-1	-5	1.4	i	-4	-2	-2	-0.2
O=C(CSc1nc2ccccc2n1CCc1ccccc1)NC1CCS(=O)(=O)C1 (configuration not stated)	-4	10	-7	-4	x	i	-11	2	-3	0.6
COc1ccccc1N1CC(C)(C)C(=O)N(C(=O)c2ccc(Cl)cc2)C1=S	2	-3	-8	-20	x	-0.9	-4	-2	-4	2.2
CC(OC(=O)Cn1cnc2c1c(=O)n(C)c(=O)n2C)C(=O)NCc1ccccc1 (configuration not stated)	x	x	0	-11	-3.2	i	-3	5	1	1.0
CCCc1cc(=O)oc2cc(C)cc(OCC(=O)NC(Cc3c[nH]c4ccc(O)cc34)C(=O)O)c12 (configuration not stated)	0	-11	2	-5	-2.3	-0.4	0	19	1	5.0

New compounds follow
SMILES	3CLpro inhibitor	VHR inh abs	MazEF act	PriA SSB inh	Mtb BioA inh	BH1578 lux ind	GDH-TPI inh	Mtb FBA inh	Rv3671c protease	Mtb UGM inh
O=C(NN1C(=O)C2C3C=CC([C@H]4CC34)[C@@H]2C1=O)c1ccc(Br)cc1 (some centres not stated)	8	13	14	-5	x	i	4	-1	-3	0.1
CCc1cccc(NC(=O)c2cnn(-c3ccccc3)c2C)c1	-3	-10	16	-22	3.4	i	2	3	-3	-1.7
Cc1nc2scc(C)n2c(=O)c1S(=O)(=O)NCc1ccccc1Cl	0	-3	3	4	-0.5	-3.1	11	34*	-5	-3.8
COc1ccc(/C=N/NC(C)(C)C)c(OC)c1	0	17	7	x	-0.6	0.0	10	0	-1	1.3
Cn1cccc1/C=C1\SC(=O)N(c2ccc(O)cc2)C1=O	5	3	262*	13	-2.4	-1.7	7	-1	6	-3.6
CCCn1c(SCC(=O)Nc2nnc(-c3ccccc3)s2)nnc1-c1ccccn1	0	-5	1	-7	3.8	-0.8	19	8	-4	1.9
CCOc1cc(/C=N/O)ccc1OCc1ccc([N+](=O)[O-])cc1	2	-8	5	x	0.8	-0.3	3	-2	4	1.4
O=C(CNC(=O)c1ccc(Cl)cc1)NCC(F)(F)F	0	5	-4	-1	x	-0.3	-3	-2	4	1.1
COc1ccccc1CNC(=O)C1CCN(c2nc3ccccc3o2)CC1	-5	36	-17	8	-6.1	-0.2	-1	0	-1	-3.1
CC1=CC=CC2=NC(=O)CC(C)(C(=O)N(CC(=O)NC(C)C)C3CCCC3)N12 (configuration not stated)	5	16	0	-7	-1.4	-0.6	15	128*	-4	0.0
CCCn1c(N2CCN(C(=O)Nc3ccccc3)CC2)nc2ccccc21	3	20	6	-17	11	-0.3	-5	-1	1	-1.6
CC(C)N(Cc1ccccc1)C(=O)CCc1ccccc1	3	-3	-4	-20	1.3	-0.2	4	-1	5	-2.3
COC(=O)C1(C)NC(c2ccc(F)cc2)C2C(=O)N(c3ccc(C)cc3)C(=O)C21 (configuration not stated)	4	1	3	2	0.4	0.5	-3	-2	-3	1.4
CC1Cc2ccccc2N1C(=O)COC(=O)CSc1ccc(F)cc1 (configuration not stated)	x	x	-2	-33	x	i	-1	1	7	4.5
CCN1C(=O)CSC1=NC12CC3CC(CC(C3)C1)C2	2	36	-6	-35	0.5	-0.4	-3	-2	7	-1.4
COc1ccccc1-n1c(-c2ccc(NS(C)(=O)=O)cc2)n[nH]c1=S	-6	16	7	-9	0.9	i	6	12	1	2.9
O=C1CC(N2CCN(Cc3ccccc3)CC2)C(=O)N1c1ccc2c(c1)OCCO2 (configuration not stated)	-1	-2	-3	-11	-5.0	x	-4	6	-1	0.2
COc1cc2c(cc1OC)CN(C(=O)c1ccc(Cl)c(S(=O)(=O)N3CCCC3)c1)CC2	x	x	10	5	25	-0.7	-6	-2	-6	3.1
CCOC(OCC)c1cc2ccccc2cn1	x	x	7	-6	-1.1	-0.8	1	0	5	-0.2
CC1Cc2ccccc2N1S(=O)(=O)c1cccc(C(=O)NCCCO)c1 (configuration not stated)	-1	12	5	-4	x	-0.2	-6	3	-6	-0.6
Nc1cc(N2CCCCC2)c([N+](=O)[O-])cc1Cl	-3	8	8	13	6.1	-0.3	12	-5	-4	x

A portion of the library. The share of hits here may be higher or lower than overall.
